Screens deposited in PubChem BioAssay by National Center for Advancing Translational Sciences (NCATS).
APE1 inh: blocks human APE1 abasic DNA cleavage | AID 2517 | hit rate 0.35% among 350,000 | P27695 | Potency, µM (highest dose often 65.8 µM), inactives show at the top dose activity change, negative = inhibition, actives largely listed as inhibitors | recombinant APE1, TAMRA/BHQ-2 abasic DNA cleavage fluorescence;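 further: potency means the concentration at half of the fitted maximal effect; plate controls were vehicle for no effect and reference inhibitor for full effect; nearly all actives have a fitted effect of over 55% in size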
Target sequence (P27695 whole entry, looked up): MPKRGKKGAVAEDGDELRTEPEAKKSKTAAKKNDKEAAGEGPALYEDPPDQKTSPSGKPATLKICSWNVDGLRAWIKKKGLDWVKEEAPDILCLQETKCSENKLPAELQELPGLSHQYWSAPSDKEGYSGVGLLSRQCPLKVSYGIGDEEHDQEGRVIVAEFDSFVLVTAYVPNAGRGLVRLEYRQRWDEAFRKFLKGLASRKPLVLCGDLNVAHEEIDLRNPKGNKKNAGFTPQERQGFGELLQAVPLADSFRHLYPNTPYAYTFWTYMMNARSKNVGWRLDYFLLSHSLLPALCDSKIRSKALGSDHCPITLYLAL
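APE1 at 0.75 nM preincubated 15 min at room temperature with compound. Reaction then started with 50 nM double-stranded THF-abasic substrate labelled with TAMRA/BHQ-2, and 525/598 nm fluorescence read kinetically. Activity taken as third-minus-first read difference, normalized to DMSO and NSC13755 controls.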
LDHA inh: LDHA (human) enzyme inhibition; activity change, % (values are at about 110 or 230 µM); hit rate 0.15% among 480,000; AID 1347041; purified LDHA, NADH/diaphorase-resazurin fluorescence; stronger effect = lower value; in the data active means activity change below about -30%; inconclusive means mostly about -25% to -30%;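 further: plate controls were DMSO wells for no effect and wells without enzyme for full effect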
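Remaining NADH was detected by diaphorase (0.133 mg/mL) converting 37 µM resazurin to fluorescent resorufin, read at 0 and 20 minutes. The preceding 5-minute room-temperature reaction used 2 nM LDHA, 0.2 mM sodium pyruvate and 0.06 mM NADH at pH 7.4.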
POLB inh: DNA polymerase beta (human) inhibition | Potency, µM (doses to about 114 µM), for inactives: at the highest dose activity change, negative = inhibition, hits mostly inhibitors | Pol beta primer extension/strand displacement, fluorescence kinetic | P06746 | AID 485314 | hit rate 1.3% among 340,000; further: potency means the concentration at half of the fitted maximal effect; on the % scale 0 is the no-effect control and ±100 the full control effect
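Human Pol beta at 10 nM; strand-displacement substrate 50 nM final. Compound exposure 15 min at room temperature before start, reaction 10 min at room temperature.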
GRP78 ERSR act: inducers of ER stress response in human glioma cells. U87-MG GRP78 promoter luciferase reporter, 16 h. Potency, µM, for the others: top-dose activation, usual class: activators. hit rate 0.02% among 420,000. AID 602332; further: potency means the concentration at half of the fitted maximal effect; series mostly up to about 76 µM; % of control where 0% means no effect; nearly all actives have a fitted effect of over 35% in size
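Stably transfected U87-MG human glioma cells carrying a GRP78-based luminescent sensor were seeded at 1000 cells/well, pin-dosed with compounds and incubated 16 h. Luciferase reagent was then added, and end-point luminescence was read after 10 min at room temperature.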
POLH inh: blocks human DNA polymerase eta activity. AID 588591. recombinant Pol eta, fluorescent DNA replication assay. Potency, µM (top dose mostly 114 µM), without a hit: at the highest dose activity change, negative = inhibition, hits mostly inhibitors. hit rate 1.2% among 390,000. Q9Y253; further: potency means the concentration at half of the fitted maximal effect; on the % scale 0 is the no-effect control and ±100 the full control effect
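Fluorescent replication assay: 50 nM final substrate added after a 15 min room-temperature compound preincubation with 10 nM enzyme. Signal taken at 0 min and again at 10 min.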
BLM inh: Bloom syndrome helicase (human) inhibition. P54132. recombinant BLM DNA unwinding, fluorescence dequenching. Potency, µM (top dose mostly 56.1 µM), for the others: at the highest dose activity change, negative = inhibition, usual class: inhibitors. hit rate 0.2% among 350,000. AID 2528;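 further: potency means the concentration at half of the fitted maximal effect; plate controls were vehicle for no effect and no enzyme for full effect; nearly all actives have a fitted effect of over 35% in size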
POLK inh: DNA polymerase kappa (human) inhibition; Q9UBT6; purified Pol kappa, fluorescent DNA synthesis assay, 10 min; Potency, µM (top dose mostly 107 µM), for inactives: at the top dose activity, negative = inhibition, usual class: inhibitors; hit rate 0.53% among 400,000; AID 588579; further: potency means the concentration at half of the fitted maximal effect; on the % scale 0 is the no-effect control and ±100 the full control effect
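Enzyme at 10 nM met test compounds for 15 min at room temperature. Substrate addition (50 nM final) began the reaction, which was monitored by fluorescence at 0 and 10 min.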
Anesthetic bind: binds horse apoferritin like a general anesthetic; hit rate 0.074% among 350,000; apoferritin/1-aminoanthracene competitive binding, fluorescence; Potency, µM (top dose mostly 77.5 µM), without a hit: at the highest dose activity change, negative = displacement, usual class: inhibitors; P02791; further: potency means the concentration at half of the fitted maximal effect; on the % scale 0 is the no-effect control and ±100 the full control effect; nearly all actives have a fitted effect of over 20% in size
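Probe: 1-aminoanthracene (50% saturated, PBS). Protein: horse-spleen apoferritin, 10 uM. Incubation: 10 min, room temperature. Detection: 380 nm excitation, 535 nm emission. Analysis: normalized response, four-parameter Hill.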
POLI inh: inhibitors of human DNA polymerase iota; Q9UNA4; Pol iota fluorescent replication assay, 10 min; Potency, µM (top dose mostly 115 µM), for the others: at the top dose activity, negative = inhibition, usual class: inhibitors; hit rate 1% among 390,000; AID 588590; further: potency means the concentration at half of the fitted maximal effect
Target sequence (Q9UNA4 whole entry, looked up): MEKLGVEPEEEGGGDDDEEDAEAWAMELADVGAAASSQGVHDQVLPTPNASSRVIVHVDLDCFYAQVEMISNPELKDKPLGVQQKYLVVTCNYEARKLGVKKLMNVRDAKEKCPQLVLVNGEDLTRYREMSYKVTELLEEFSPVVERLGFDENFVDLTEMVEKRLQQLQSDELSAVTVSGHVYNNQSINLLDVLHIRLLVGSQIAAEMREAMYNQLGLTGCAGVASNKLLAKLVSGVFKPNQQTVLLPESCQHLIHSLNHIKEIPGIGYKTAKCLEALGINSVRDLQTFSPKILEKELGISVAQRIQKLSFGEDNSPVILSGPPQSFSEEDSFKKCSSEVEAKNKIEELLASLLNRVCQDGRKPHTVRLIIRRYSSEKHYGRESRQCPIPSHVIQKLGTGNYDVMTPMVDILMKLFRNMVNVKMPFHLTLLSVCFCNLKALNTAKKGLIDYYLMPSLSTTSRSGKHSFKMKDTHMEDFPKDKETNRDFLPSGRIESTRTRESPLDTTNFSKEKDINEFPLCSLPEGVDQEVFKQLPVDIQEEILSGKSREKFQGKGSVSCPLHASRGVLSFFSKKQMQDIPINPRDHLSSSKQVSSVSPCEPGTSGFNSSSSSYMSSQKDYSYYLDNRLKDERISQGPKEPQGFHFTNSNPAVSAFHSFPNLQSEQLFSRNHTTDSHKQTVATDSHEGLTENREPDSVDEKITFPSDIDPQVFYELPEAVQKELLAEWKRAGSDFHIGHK
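Fluorescent replication assay read twice, at 0 min and 10 min after adding 50 nM (final) substrate. Enzyme (10 nM) and compounds were first incubated 15 min at room temperature; enzyme-free buffer wells were negative controls.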
* = called active by the depositor; ? = inconclusive; / = not tested or not shown; & = joins results of further samples; [ ] = dose if it differs, or a comment. Unless noted, the call rests on the fitted dose curve; in most records, active means well fitted curve in the direction sought with a large enough effect; inconclusive means small, poorly fitted or top-dose-only effect, or another doubt; inactive means no such curve, though single readings can be large; an effect the other way counts as inactive or inconclusive. An excerpt, so the mix of outcomes need not match the whole.

SMILES | APE1 inh | LDHA inh | POLB inh | GRP78 ERSR act | POLH inh | BLM inh | POLK inh | Anesthetic bind | POLI inh
O=[N+]([O-])c1ccccc1CN1CCN(S(=O)(=O)Cc2ccccc2)CC1 | 11.9% | -24.3 | 19.1% | -3.4% | -9.2% | -2.9% | -16.2% | -5.3% | -3.4%
CCN(c1cccc(C)c1)S(=O)(=O)c1ccc2c3c(cccc13)C(=O)N2 | -9.9% | 8.2 | -17.3% | -0.8% | -7.8% | -11.1% | -19.9% | -17.6% | -3.3%
NS(=O)(=O)c1cc2c(cc1Cl)NC=NS2(=O)=O | -0.5% | -6.2 | -2.8% | -4.2%&-3.6%&-3.8%&-3.4%&-5.5% | -18.7% | -1.3% | -5.0%[60.1 µM] | 0.0% | 19.5%
COc1ccc(CNC(=O)c2ccc(NC(=O)N3CC4CCCN4c4ccccc43)cc2)cc1 (stereo unspecified) | / | 9.5 | 1.3% | 1.1% | -2.6% | -4.4% | -6.4% | -15.2% | 29.1%
CCc1ccc(NC(=O)N(Cc2cn(CC)c3ccccc23)C2CCCCC2)cc1 | / | -5.2 | 9.6% | -0.4% | -18.4% | -3.3% | -17.3% | 104.2%[activator] | 11.1%
CCOc1ccc(NC(=O)CN2CCCC2c2cccs2)cc1S(=O)(=O)N1CCCCC1 (stereo unspecified) | -2.0% | -5.5 | / | -5.7% | -18.2% | / | -5.8% | / | ?
O=C(Nc1ccc2c(c1)OCO2)c1c(F)c(F)c(F)c(F)c1F | 4.1% | 8.1 | -23.8% | 3.6% | -7.5% | -2.5% | 6.8% | -4.0% | -10.9%
O=C(CN(c1ccc2c(c1)OCCO2)S(=O)(=O)c1ccccc1)N1CCN(Cc2ccccc2)CC1 | -0.2% | 0.8 | 4.2% | -4.5% | -13.5% | -8.0% | -12.4% | 0.1% | 184.9%[activator]
COc1cc(Cl)c(S(=O)(=O)N2CCCC2)cc1Cl | 7.1% | -4.7 | 33.7% | -2.8% | -4.2% | -0.8% | -1.2% | -4.0% | 19.2%
COc1ccc(C(O)P(=O)(OCC(C)C)OCC(C)C)c(OC)c1 (stereo unspecified) | 7.7% | -0.8 | 7.9% | -4.1% | -15.5% | 1.8% | -5.9% | 4.2% | 33.9%[activator]
CCOC(=O)c1ccoc1CSCc1ccc(C(=O)OC)o1 | -1.2% | 3.7 | -28.2% | -7.0% | ? | -5.2% | -11.8% | ? | ?
Cc1n[nH]c(C)c1CCCCOc1ccccc1F | 13.1% | 4.2 | 0.6% | -3.9% | -4.1% | -4.1% | -0.9% | -15.8% | ?
CCc1cccc(NC(=S)Nc2ccc(CN3CCOCC3)cc2)c1 | -0.3% | -10.0 | 1.9% | -2.2% | -2.9% | 5.7% | -7.5% | -14.4% | 16.0%
CS(=O)(=O)N1CCN(c2ccc(NC(=S)NC(=O)c3cccs3)cc2)CC1 | 8.1% | -7.2 | 26.5% | 0.1% | -5.4% | -6.9% | -18.1% | -13.6% | -7.7%
COc1ccc(CN(C)C(=O)/C=C/c2ccc(S(=O)(=O)N3CCCCCC3)cc2)cc1 | -12.6% | -3.9 | / | -2.1% | -12.3% | / | -22.5% | / | 7.1%
O=c1[nH]c(NCc2ccccc2)nc2c1CCCC2 | 1.6% | -15.1 | 9.2% | 0.2% | -7.8% | -6.5% | -14.6% | -6.7% | 6.8%
Cc1cc(C)n2nc(/C(C#N)=C/c3ccccn3)c(C#N)c2n1 | -11.0% | 0.8 | 20.4% | 8.9% | 7.1% | -1.2% | -11.1% | -12.7% | ?
CCCCSCCCNC(=O)Nc1ccc(CC)cc1 | 0.2% | -1.3 | 6.5% | 1.0% | -16.1% | -8.3% | -7.5% | -10.2% | 32.6%[activator]
COc1cccc(OC(=O)c2ccccc2)c1OC(=O)c1ccccc1 | / | 25.5 | / | -2.5% | ? | / | -2.6% | / | -12.8%
Cc1ccc2[nH]c3c(c2c1)CN(C(=O)CN1c2ccc(F)cc2CCC1C)CC3 (stereo unspecified) | -4.9% | 7.4 | ? | -3.3% | -9.3% | -11.5% | -12.5% | -17.9% | 0.4%
CN(c1ccc(C(=O)N2CCN(Cc3ccccc3)CC2)cc1)S(=O)(=O)c1ccccc1 | 19.1% | -3.5 | 7.3% | -1.7% | 2.3% | -0.5% | -8.2% | -5.7% | 1.2%
O=C(Cn1ncn2c(cc3ccccc32)c1=O)NCc1ccc(F)cc1 | / | -7.6 | 20.1% | -2.5% | -2.8% | -4.6% | 4.9% | -1.8% | 17.0%
O=C(CSc1ccccn1)N/N=C/c1cccc([N+](=O)[O-])c1 | 3.7% | -1.9 | ? | -2.8% | -10.0% | 2.1% | -6.2% | -15.7% | 111.5%[activator]
COc1ccccc1OC(C)C(=O)NNC(=S)NC1CCCC1 (stereo unspecified) | -11.8% | -10.6 | -21.9% | -7.1% | -12.4% | 0.0% | -6.4% | -3.1% | 94.8%[activator]
NS(=O)(=O)c1ccc(NC(=O)CCn2c(=O)oc3ccccc32)cc1 | / | -7.3 | -0.3% | -1.5% | -13.7% | -2.2% | -2.7% | 0.9% | 15.4%
COc1ccc(NC(=O)COC(=O)c2cc(SC)ccc2Cl)c(OC)c1 | 11.8% | -4.4 | 34.0% | -3.2% | -8.9% | -0.9% | -6.9% | -8.2% | 109.4%[activator]
Nc1ccc(O)cc1 | -4.3% | 17.3 | / | -9.9%&-10.5% | / | / | 89.1µM* | / | 7.08µM*
Cc1ccc(NC(=O)C2CC(=O)n3ncnc3N2)cc1 (stereo unspecified) | 20.2% | -3.7 | 31.7% | -6.6% | -12.2% | 1.4% | -2.4% | -2.2% | 3.8%[58.9 µM]
CCCS(=O)(=O)c1nc(S(=O)(=O)c2ccc(C)cc2)c(NCCCN(C)C)s1 | ? | -0.9 | -6.2% | -3.3% | -16.9% | -0.1% | -1.8% | -5.2% | 12.2%
CCS(=O)(=O)c1ccc2c(c1)NC(=O)C(CCO)O2 (stereo unspecified) | 2.0% | -2.4 | 0.3% | -2.0% | -17.8% | -1.0% | 1.9% | -0.8% | 161.6%[activator]

Record cards, from the list above. Order of values: APE1 inh | LDHA inh | POLB inh | GRP78 ERSR act | POLH inh | BLM inh | POLK inh | Anesthetic bind | POLI inh
Profile of `NS(=O)(=O)c1ccc(NC(=O)CCn2c(=O)oc3ccccc32)cc1` = / | -7.3 | -0.3% | -1.5% | -13.7% | -2.2% | -2.7% | 0.9% | 15.4%
Profile of `O=C(CSc1ccccn1)N/N=C/c1cccc([N+](=O)[O-])c1` = 3.7% | -1.9 | ? | -2.8% | -10.0% | 2.1% | -6.2% | -15.7% | 111.5%[activator]

Other structures
SMILES | APE1 inh | LDHA inh | POLB inh | GRP78 ERSR act | POLH inh | BLM inh | POLK inh | Anesthetic bind | POLI inh
O=C(COC(=O)c1ccccn1)Nc1cccc(Cl)c1 | -2.0% | -4.5 | -0.7% | -0.9% | -0.8% | -2.1% | -6.5% | -17.5% | 0.7%
Cc1nn(-c2ccccc2)c(Cl)c1/C=C1\SC(=S)N(CCCCCC(=O)O)C1=O | 0.1% | -6.1 | 27.4% | -3.7% | 25.1µM* | -4.7% | -6.6% | -2.2% | -18.0%
Cc1cc(-n2c(C)cc(C(=O)CSc3nnnn3-c3ccc(Cl)cc3)c2C)no1 | 4.4% | -3.1 | 1.9% | 10.6% | -12.6% | 0.2% | -5.6% | -11.7% | 42.6%[activator]
CCOC(=O)C1CCN(C/C=C/c2ccccc2[N+](=O)[O-])CC1 | 0.7% | -9.1 | 14.0% | -5.8% | -0.6% | 2.4% | -13.2% | -11.0% | 82.3%[activator]
O=C(Oc1ccc(Cl)cc1)c1cc(-c2ccc3c(c2)OCCO3)on1 | / | -7.3 | 18.5% | -2.7% | 0.1% | -5.0% | 6.3% | -12.8% | 7.8%
NC(=O)c1ccsc1NC(=O)COC(=O)c1ccncc1 | -13.9% | -3.5 | / | -4.3% | -26.4% | / | -6.7% | / | ?
CC(=O)c1cccc(NC(=O)C2CCN(S(=O)(=O)c3ccccc3)CC2)c1 | -0.4% | -8.0&-6.0 | 16.8%&-0.9% | -2.1%&-6.8% | -11.7%&-19.2% | -1.7%&-3.6% | 7.5%&-9.6% | 2.9%&-7.3% | 37.0%&1.6%[activator]
C=C(C)n1c(=O)n(Cc2ccc(C)cc2)c2ccccc21 | -18.2% | -1.1 | 21.6% | -1.9% | -8.8% | -10.8% | -10.5% | -10.1% | ?
COc1ccc(S(=O)(=O)CCC(=O)NCCc2ccc(C)cc2)cc1 | 17.2% | -4.5 | 10.9% | -4.1% | -13.9% | -15.5% | -3.3% | -10.7% | -7.6%
CSc1ccc(CN(C)CC(=O)N(C)CC(=O)Nc2ccccc2Br)cc1 | -10.3% | -6.0 | / | -4.7% | 3.7% | / | 4.4% | / | -10.1%
CN=C(Nc1cccc(Cl)c1)SC1CC(=O)N(c2ccc(OC)cc2)C1=O (stereo unspecified) | -1.9% | -2.8 | -11.7% | -0.7% | -23.5% | -7.4% | -4.1% | -13.8% | 46.9%[activator]
COc1ccc(C2N=C(N)N=C(N)N2c2ccccc2OC)cc1OC (stereo unspecified) | 2.3% | -1.4 | 3.7% | -2.7% | -5.3% | -9.0% | -1.9% | -9.4% | -0.8%
Cc1ccc(C2(C)NC(=O)N(CC(=O)N3CCN(S(=O)(=O)c4ccccc4[N+](=O)[O-])CC3)C2=O)cc1 (stereo unspecified) | / | -5.6 | / | -2.3% | -15.5% | / | -16.3% | / | -2.3%
Cc1ccc(OC(C)C(=O)N2CCCc3ccccc32)cc1 (stereo unspecified) | -1.9% | -1.1 | 22.3% | -1.6% | 2.5% | -0.6% | -3.1% | 1.5% | -0.9%[58.9 µM]
O=C1Nc2ccccc2/C1=C/c1ccccc1F | -4.5% | -4.3 | -1.0% | 5.1% | 1.3% | -5.0% | 0.6% | -6.9% | 13.6%
COc1ccc(C)cc1NC(=O)CN1C(=O)COc2ccc(S(=O)(=O)NC3CCCC3)cc21 | / | -0.5 | -13.8% | -2.9% | -6.9% | -1.0% | -2.3% | -4.3% | -7.2%
